Screens deposited in PubChem by several laboratories.
dFosB act: activators of mouse delta FosB homodimer; P13346; purified delta FosB, TAMRA-CDK5 oligo fluorescence polarization; percent of positive-control signal above neutral wells; activation, % at 25 µM; 340,000 compounds, 0.99% hits; AID 493131;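 active = mean activation above about 17%, with every replicate also reaching it, limit read from the data, passing the limit was not always enough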;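 also: fluorescence polarization rise as delta FosB binds a TAMRA Cdk5 AP-1 oligo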
Mot1-301 SUMO: blocks SUMOylation pathway, rescuing yeast Mot1-301 growth; S. cerevisiae Mot1-301 growth rescue, ATP luminescence, 38.5C; percent above DMSO median, 100 means doubled; growth rescue, % at 18.8 µM; 320,000 compounds, 1% hits; AID 2716;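 active = every valid replicate shows activation above 250% relative to neutral control wells; inactive = the rest, any valid replicate at or below 250%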;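 also: OY570 slx delta 5 strain wells were the positive control but not used for scaling; some compounds called inactive have numbers as strong as hits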
NSD2 inh: inhibitors of human histone methyltransferase NSD2. AID 743445. inhibition, % at 12.5 µM. NSD2 peptide methylation, AlphaScreen, 120 min. O96028. 310,000 compounds, 0.54% hits; in the data active = inhibition above about 50%
CDK5 inh: CDK5/p35 (human) kinase inhibition. Q00535+Q15078. Recombinant CDK5/p35, ADP-Glo luminescence, 60 min. inhibition, % at 10 µM. 330,000 compounds, 0.01% hits. AID 488839;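 active = highest replicate inhibition of at least 50% and at least 75% of replicates reaching 50%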;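 also: plate controls were DMSO neutral control for no effect and GW8510 at 10 µM for full effect; many of its hits are not listed in these tables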
Target sequence (Q00535 whole entry, looked up): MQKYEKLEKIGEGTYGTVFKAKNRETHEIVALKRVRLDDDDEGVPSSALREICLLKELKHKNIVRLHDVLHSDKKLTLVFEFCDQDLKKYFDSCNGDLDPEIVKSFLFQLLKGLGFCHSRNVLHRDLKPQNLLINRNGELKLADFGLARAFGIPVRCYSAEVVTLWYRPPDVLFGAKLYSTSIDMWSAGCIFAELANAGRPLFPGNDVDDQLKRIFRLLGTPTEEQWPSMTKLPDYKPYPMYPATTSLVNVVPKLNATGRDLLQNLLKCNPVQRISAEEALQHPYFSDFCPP
Target sequence (Q15078 whole entry, looked up): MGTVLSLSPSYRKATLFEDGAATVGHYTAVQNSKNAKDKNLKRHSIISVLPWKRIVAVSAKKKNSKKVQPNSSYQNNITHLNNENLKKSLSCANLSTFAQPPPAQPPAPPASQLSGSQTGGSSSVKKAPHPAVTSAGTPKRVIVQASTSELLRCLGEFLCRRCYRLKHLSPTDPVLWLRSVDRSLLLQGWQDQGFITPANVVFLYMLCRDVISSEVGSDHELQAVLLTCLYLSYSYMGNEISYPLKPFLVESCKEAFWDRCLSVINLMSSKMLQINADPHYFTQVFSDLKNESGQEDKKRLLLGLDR
SR-BI HDL uptake: mouse SR-BI HDL lipid transfer inhibition | Q61009 | ldlA[mSR-BI] CHO cells, DiI-HDL uptake fluorescence, 3 h | inhibition, % at 12.5 µM | 320,000 compounds, 0.96% hits;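 active = mean replicate inhibition of at least 70% and a set share of replicates each scoring 70 or more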;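 also: 0% = median of neutral control wells and 100% = median of positive control wells; values of inactives mirror those of a sister screen read the other way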
PKA-R2B activ: activates the human PKA-R2B holoenzyme complex; P22694+P31323; PKA-R2B holoenzyme dissociation, Cy5-IP20 fluorescence polarization; R2B truncated from residue 108, S112A mutant; 0% DMSO only, 100% 113 µM cGMP; activation, % at 11.4 µM; 340,000 compounds, 0.079% hits; AID 504700;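 active = activation above a cutoff set at the mean over all compounds plus 3 SD, cut at about 18% in these data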;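 also: higher means more holoenzyme dissociation and a rise in polarization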
Target sequence (P31323 whole entry, looked up, other chains not shown, the tested form may be a part): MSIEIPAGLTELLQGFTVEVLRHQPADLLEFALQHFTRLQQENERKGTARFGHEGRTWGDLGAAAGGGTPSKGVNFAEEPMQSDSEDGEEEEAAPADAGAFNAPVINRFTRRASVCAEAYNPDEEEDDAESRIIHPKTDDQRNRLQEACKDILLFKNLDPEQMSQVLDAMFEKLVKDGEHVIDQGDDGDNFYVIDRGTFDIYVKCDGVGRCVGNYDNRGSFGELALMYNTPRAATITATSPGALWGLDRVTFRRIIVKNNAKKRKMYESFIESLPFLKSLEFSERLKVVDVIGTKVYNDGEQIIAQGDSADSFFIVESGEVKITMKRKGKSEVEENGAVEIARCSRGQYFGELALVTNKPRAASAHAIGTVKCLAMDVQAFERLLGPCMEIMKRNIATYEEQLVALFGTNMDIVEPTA
SR-BI DiI-HDL act: activators of SR-BI mediated HDL lipid uptake. CHO ldlA[mSR-BI] cells, DiI-HDL uptake fluorescence, 3 h; 100 = double the neutral-control signal. activation, % at 12.5 µM. 320,000 compounds, 0.096% hits. AID 504775;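 active = mean replicate activation of at least 60% and every replicate at or above 60%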;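 also: 0% = median plate neutral-control signal and 100% = twice that signal; values of inactives mirror those of a sister screen read the other way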
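Test system: SR-BI-overexpressing, LDLR-lacking CHO cells; Medium: Ham's F12 with 0.5% BSA, HEPES 25 mM, pH 7.4; Schedule: 3 h, 37 °C; Technique: bottom-read fluorescence, 550/595 nm.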
Arrestin-AP2 inh: blocks beta-arrestin peptide binding to AP2 adaptin. FITC-arrestin peptide / GST-AP2 beads, flow cytometry; AP2 beta2 appendage carries R879A mutation. AID 504490. 340,000 compounds, 0.31% hits. inhibition, % at 10 µM;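 active = inhibition above a set limit, near 3 SD of compounds lacking own fluorescence, cut at about 54% in these data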;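 also: plate controls were DMSO wells for no effect and 5 µM unlabelled arrestin peptide for full effect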
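System: GST-tagged AP2 beta2-adaptin appendage (R879A) on 4 µm glutathione beads / Reagent: FITC-arrestin peptide, 50 nM / Detection: HyperCyt-sampled flow cytometry, FL1 channel, ex 488/em 535 nm / Timing: 12 min plus 1 h, RT / Buffer or medium: PBS plus Tween 20 (0.05%) and BSA (0.1%)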
DSG3 Ab inh: inhibitors of pemphigus antibody binding to human desmoglein-3. P32926. DSG3-coupled beads, scFv-anti-DSG3-GFP binding, flow cytometry; stronger effect = lower value. binding (percent of control), % at 10 µM. 310,000 compounds, 0.48% hits;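 active = binding more than 3 SD below its plate's average and above zero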; also: some compounds called inactive have numbers as strong as hits
PKA-R1A activ: activates the PKA-R1A holoenzyme complex; P00514+P68181; PKA-R1A dissociation, Cy5-IP20 fluorescence polarization; scaled: DMSO 0%, 113 µM cGMP 100%; activation, % at 11.4 µM; 340,000 compounds, 0.083% hits; AID 504707;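 active = percent activation above the mean of all tested compounds plus 3 SD, cut at about 19% in these data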;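 also: higher means more PKAc released from R1A so a rise in polarization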
MITF TRPM1 HTS: MITF TRPM1 promoter activation in melanoma cells; AID 588334; 300,000 compounds, 0.75% hits; activation, % at 12.5 µM; SK-MEL-5 TRPM1-promoter luciferase, 24 h; % of positive control, neutral wells = 0;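 active = mean activation of at least 80% with every replicate also reaching 80%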;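 also: 0% = neutral control wells and 100% = parthenolide positive control wells; values of inactives mirror those of a sister screen read the other way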
Active calls of the source: *; . = not tested or not shown. No enrichment for hits (roughly 4.7% active in at least one column).

Start of the listing, in advance:
SMILES | dFosB act | Mot1-301 SUMO | NSD2 inh | CDK5 inh | SR-BI HDL uptake | PKA-R2B activ | SR-BI DiI-HDL act | Arrestin-AP2 inh | DSG3 Ab inh | PKA-R1A activ | MITF TRPM1 HTS
COC(=O)c1ccc(CNC(=O)COC(=O)c2cc(Cl)ccc2O)cc1 | 2 | 10 | -3 | -2.0 | 9 | -1 | -9 | 1 | . | 3 | 3
COc1cc(C2CC(=O)c3c(ccc4ccccc34)N2)ccc1O (configuration not stated) | -11 | 0 | 0 | 0.7 | 15 | -1 | -15 | 25 | 105 | 0 | -8
CC(CNC(=O)Cn1ccc2cc(S(=O)(=O)N3CCCC3)ccc21)c1ccccc1 (configuration not stated) | -5 | 6 | -5 | -0.2 | -16 | 7 | 16 | 5 | 107 | 1 | -4
Cc1ccccc1N1C(=O)C2C3CCC(O3)C2C1=O (configuration not stated) | -7 | -2 | 0 | -1.1 | -15 | 3 | 15 | 6 | 98 | -16 | .
Cc1nc(Cl)cc(N/N=C/c2ccc(O)cc2O)n1 | 2 | 329 | -2 | 0.8 | 0 | 4 | 0 | 12 | 118 | -9 | .
Cc1ccc(S(=O)(=O)N(C)C)cc1NC(=O)Cn1c(CN2CCOCC2)nc2ccccc2c1=O | 0 | -1 | -2 | -2.4 | -5 | 4 | 5 | 5 | 102 | 5 | -10
CC(=O)c1ccc(OCCCC(=O)OCC(=O)N2CCN(c3ccccc3)CC2)cc1 | -11 | 5 | 0 | -0.3 | 0 | -2 | 0 | 36 | 100 | 7 | 1
O=c1cc(N2CCc3ccccc3C2)[nH]c(=O)n1Cc1ccc(F)cc1 | 3 | -10 | -2 | -1.3 | -24 | -9 | 24 | -2 | 106 | -2 | -9

Main list, from the start:
SMILES | dFosB act | Mot1-301 SUMO | NSD2 inh | CDK5 inh | SR-BI HDL uptake | PKA-R2B activ | SR-BI DiI-HDL act | Arrestin-AP2 inh | DSG3 Ab inh | PKA-R1A activ | MITF TRPM1 HTS
COC(=O)c1ccc(CNC(=O)COC(=O)c2cc(Cl)ccc2O)cc1 | 2 | 10 | -3 | -2.0 | 9 | -1 | -9 | 1 | . | 3 | 3
COc1cc(C2CC(=O)c3c(ccc4ccccc34)N2)ccc1O (configuration not stated) | -11 | 0 | 0 | 0.7 | 15 | -1 | -15 | 25 | 105 | 0 | -8
CC(CNC(=O)Cn1ccc2cc(S(=O)(=O)N3CCCC3)ccc21)c1ccccc1 (configuration not stated) | -5 | 6 | -5 | -0.2 | -16 | 7 | 16 | 5 | 107 | 1 | -4
Cc1ccccc1N1C(=O)C2C3CCC(O3)C2C1=O (configuration not stated) | -7 | -2 | 0 | -1.1 | -15 | 3 | 15 | 6 | 98 | -16 | .
Cc1nc(Cl)cc(N/N=C/c2ccc(O)cc2O)n1 | 2 | 329 | -2 | 0.8 | 0 | 4 | 0 | 12 | 118 | -9 | .
Cc1ccc(S(=O)(=O)N(C)C)cc1NC(=O)Cn1c(CN2CCOCC2)nc2ccccc2c1=O | 0 | -1 | -2 | -2.4 | -5 | 4 | 5 | 5 | 102 | 5 | -10
CC(=O)c1ccc(OCCCC(=O)OCC(=O)N2CCN(c3ccccc3)CC2)cc1 | -11 | 5 | 0 | -0.3 | 0 | -2 | 0 | 36 | 100 | 7 | 1
O=c1cc(N2CCc3ccccc3C2)[nH]c(=O)n1Cc1ccc(F)cc1 | 3 | -10 | -2 | -1.3 | -24 | -9 | 24 | -2 | 106 | -2 | -9
O=C(Nc1ccccc1O)C(c1ccccc1)c1ccccc1 | -5 | -6 | -1 | -0.8 | -17 | 1 | 17 | -7 | 88 | -9 | -2
O=C(NCc1ccccn1)c1cc(-c2ccc(Cl)cc2)nc2ccccc12 | -24 | 10 | 9 | 0.7 | 41 | -7 | -41 | 11 | 83 | 0 | 18
Cc1cc(C)c(NC(=O)CN(c2ccccc2)S(=O)(=O)N(C)C)c(C)c1 | 4 | 3 | 5 | 1.4 | 3 | -3 | -3 | 12 | 103 | 1 | 6
CC1(C(=O)CSc2nc3ccccc3s2)CCC(=O)O1 (configuration not stated) | 8 | -38 | 3 | -1.1 | -3 | 4 | 3 | -5 | 108 | -9 | 15
O=S(=O)(c1ccc(Cl)cc1)N1CCCC(c2nc(-c3ccc(F)cc3)no2)C1 (configuration not stated) | -17 | -1 | . | 1.2 | 10 | -1 | -10 | -3 | 105 | 12 | -2
Cc1ccc2c(c1)[C@H]1OCC[C@H]1[C@@H](c1ccncc1)N2 | -5 | 67 | . | 0.9 | -6 | -4 | 6 | 0 | 108 | 2 | -3
O=C1c2cc([N+](=O)[O-])ccc2-c2cc(Cl)c(NC(=O)C(F)(F)F)cc21 | 9 | . | 3 | -0.3 | -4 | -5 | 4 | 3 | 115 | -8 | -10
Cc1ccc2oc(C(=O)NCC(c3ccco3)N(C)C)c(C)c2c1 (configuration not stated) | -9 | 0 | 13 | 0.3 | -1 | -3 | . | 38 | 105 | -2 | 36
CCOC(=O)C(NCc1ccccc1OC)(NC(=O)c1ccccc1)C(F)(F)F (configuration not stated) | -1 | 226 | -4 | 2.7 | 0 | 0 | 0 | 5 | 79 | -6 | -14
COc1cccc(-c2sc3ccc(OC)cc3c2-c2ccc(O)cc2)c1 | 2 | -1 | . | -0.4 | 42 | -13 | -42 | 18 | . | 7 | 6
CC(=O)c1c(N)nc2n(c1=O)CCCCC2 | 2 | 214 | -1 | 1.3 | -13 | 2 | 26 | 28 | 104 | -7 | 9
Nc1c(C(=O)N/N=C/c2ccc([N+](=O)[O-])cc2)cnn1-c1ccccc1 | 12 | 2 | -1 | 0.0 | 19 | 6 | -19 | 0 | . | -8 | 11
Cn1nc(C(C)(C)C)c([N+](=O)[O-])c1C(=O)N1CCCCCC1 | -3 | 444* | 0 | -0.5 | -7 | 6 | 7 | -4 | 100 | 9 | 36
C=CCNC(=O)CN1CCN(Cc2ccc3c(c2)OCO3)CC1 | 3 | 4 | -1 | 1.8 | -32 | -14 | 32 | 5 | 107 | -4 | .
CSc1nc2c(c(=O)n1Cc1ccccc1)SC(C)C2 (configuration not stated) | -2 | 12 | . | -0.3 | 9 | 1 | -9 | 56* | 98 | 3 | 1
N#CC1=C(S)N(c2ccccc2)C(c2ccc(-c3cccc(Cl)c3)o2)NC1=O (configuration not stated) | -9 | -17 | 1 | 1.1 | -11 | -12 | 11 | -1 | 103 | -11 | 0
Cc1ccc(OC(C)C(=O)Nc2ccncc2)cc1 (configuration not stated) | -2 | -6 | -3 | -0.1 | -8 | -1 | 8 | 13 | 111 | -16 | -5
CCOC(=O)Cc1csc(NC(=O)c2cnc3scc(C)n3c2=O)n1 | -41 | -2 | 0 | -2.2 | 1 | -1 | -1 | 3 | 100 | 5 | -15
O=C(COC(=O)c1ccc(S(=O)(=O)NCc2ccco2)cc1)Nc1ccc(Cl)cn1 | -12 | -2 | 1 | 0.4 | -9 | 0 | 9 | -1 | 84 | 3 | 3
Cc1ccc(-c2[nH]c3ccccc3c2SCCN)cc1 | 7 | 35 | . | 0.9 | . | 8 | . | -7 | 97 | 2 | 13
CCCCn1c(SCC(=O)N2c3ccccc3Sc3ccccc32)nc2c1c(=O)n(C)c(=O)n2C | -2 | . | 5 | 0.3 | 10 | -3 | -10 | -12 | 94 | 2 | -3
COc1cc([C@@H]2CC=C(C(=O)O)[C@H](c3ccc(Cl)cc3)N2S(=O)(=O)c2ccc(C)cc2)cc(OC)c1OC | -10 | -2 | . | -2.9 | 7 | -11 | -7 | 3 | 107 | -1 | 5
O=C1C2C(C(=O)N1CCc1ccccc1)C1C=CC2C12CC2 (configuration not stated) | -2 | 7 | -2 | -1.0 | -41 | 4 | 41 | -10 | 102 | -3 | 33
O=S(=O)([N-]c1nc2ccccc2nc1-n1cc[n+](Cc2ccccc2)c1)c1ccc(Cl)cc1 | -13 | 6 | -3 | -0.1 | -3 | . | 3 | -20 | 90 | . | .
C=CCn1c(C)cc(C(=O)CSc2nnc(-c3cccc(S(=O)(=O)N(CC)CC)c3)o2)c1C | -10 | 4 | -2 | 0.7 | 31 | -2 | -31 | -5 | 105 | 2 | 4
CCOc1ccc(C(=O)NCC(=O)OCc2nnc(-c3ccccc3)o2)cc1OCC | -11 | -2 | 0 | 0.3 | 3 | 14 | -3 | 10 | . | 5 | 4
Cc1[nH]c(=O)[nH]c(=O)c1S(=O)(=O)N1CCCC(C(=O)NCCc2ccccc2)C1 (configuration not stated) | 0 | -13 | -2 | -0.6 | -41 | -6 | 41 | 33 | 106 | -9 | .
C(=N\Nc1nc(-c2ccccc2)cs1)/c1ccncc1 | -7 | 52 | 1 | -2.5 | 47 | 4 | -47 | 7 | 97 | -3 | 65
Cc1ccc(NC(=O)COC(=O)CCC(=O)c2cccs2)cc1S(=O)(=O)N1CCOCC1 | -11 | -2 | -2 | -0.7 | 8 | -6 | -8 | -3 | 100 | -2 | 1
CCOC(=O)c1c(C)n(C)c2ccc(OC)c(NC(=O)CN3CCN(C4CCCCC4)CC3)c12 | -1 | . | 9 | 0.4 | 31 | -3 | -31 | 24 | 102 | 2 | .
Cc1ccc(NC(=O)CCNC(=O)c2ccccc2Cl)cc1S(=O)(=O)N1CCCCCC1 | -2 | 1 | 3 | 2.0 | 28 | -7 | -28 | -10 | . | 1 | -5
O=C(CC(C(=O)O)P(=O)(c1ccccc1)c1ccccc1)c1ccc(Br)cc1 (configuration not stated) | -16 | 12 | -1 | 2.1 | -20 | -8 | 20 | -2 | 91 | -3 | 5
CC(C)(C)NC(=O)CN(C(=O)CCC(=O)Nc1nccs1)c1cccc(C(F)(F)F)c1 | -14 | 0 | -2 | -2.7 | 2 | -9 | -2 | 36 | 96 | 4 | 16

Reprinted at random: 2 compounds from above
SMILES | dFosB act | Mot1-301 SUMO | NSD2 inh | CDK5 inh | SR-BI HDL uptake | PKA-R2B activ | SR-BI DiI-HDL act | Arrestin-AP2 inh | DSG3 Ab inh | PKA-R1A activ | MITF TRPM1 HTS
CCOC(=O)c1c(C)n(C)c2ccc(OC)c(NC(=O)CN3CCN(C4CCCCC4)CC3)c12 | -1 | . | 9 | 0.4 | 31 | -3 | -31 | 24 | 102 | 2 | .
Cc1ccc(NC(=O)COC(=O)CCC(=O)c2cccs2)cc1S(=O)(=O)N1CCOCC1 | -11 | -2 | -2 | -0.7 | 8 | -6 | -8 | -3 | 100 | -2 | 1
